Assay outcomes (PubChem BioAssay)
Diaph inh CS = inhibits diaphorase or chemically oxidizes, flagging diaphorase assay artifacts. diaphorase resazurin-to-resorufin fluorescence, NADH, 16 min; bacterial (C. kluyveri) enzyme, not human. inhibition, % at 20 µM. 0.69% of 190,000 active. AID 1217;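 active = primary screen inhibition at 20 µM above a set limit, cut at about 50% in these data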;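 also: plate controls were DMSO with full reaction for no effect and wells lacking NADH for full effect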
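Test system: Clostridium kluyveri diaphorase enzyme / Quantity: diaphorase at 0.14 U/mL in enzyme working solution / Incubation: 16-min room-temperature incubation before reading / Benchmarks: NADH-free wells as positive control, DMSO-only neutral wells / Signal: resorufin fluorescence 544/590 nm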
Efa HMGR inh = E. faecalis class II HMG-CoA reductase inhibition | 0.41% of 190,000 active | purified E. faecalis HMGR, NADPH absorbance 340 nm kinetic | inhibition, % at 10 µM | AID 1066;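 active = inhibition above a set limit, the median over all tested compounds plus 3 SD, cut at about 9.5% in these data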;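 also: enzyme runs in reverse so mevalonate oxidation gives rising NADPH absorbance; 0% = complete reaction with DMSO and 100% = background rate lacking mevalonate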
TNAP act hi DEA = activators of human TNAP at high phosphate acceptor concentration | AID 1136 | activation factor at 20 µM | purified TNAP, CDP-star luminescence, 1 M DEA, 30 min; hits give high values; 0 = EDTA background, 1 = DMSO-only activity | 200,000 tested, under 10 active;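 active = activation factor at least 2 at 20 µM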
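Dosing: 20 µM single point. System: human TNAP. Amount: TNAP 1/800 final. Incubation: 30 min, room temperature. Read-out: TNAP activation factor scaled between EDTA and DMSO control wells. Signal: luminescence from CDP-star hydrolysis. Medium: 1 M DEA, pH 9.8, Mg2+, Zn2+. Control set: EDTA negative control, DMSO positive control.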
FLuc act counter = firefly luciferase counter-screen for stimulation assays. activation factor at 10 µM. P08659. 200,000 tested, under 10 active. AID 1027. ATPlite luciferase biochemical, luminescence, 10 min; 0 = ATP-free wells, 1 = DMSO control;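 active = luciferase activation factor, scaled between plate controls, of at least 2 with compound at 10 µM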
Target sequence (P08659 whole entry, looked up): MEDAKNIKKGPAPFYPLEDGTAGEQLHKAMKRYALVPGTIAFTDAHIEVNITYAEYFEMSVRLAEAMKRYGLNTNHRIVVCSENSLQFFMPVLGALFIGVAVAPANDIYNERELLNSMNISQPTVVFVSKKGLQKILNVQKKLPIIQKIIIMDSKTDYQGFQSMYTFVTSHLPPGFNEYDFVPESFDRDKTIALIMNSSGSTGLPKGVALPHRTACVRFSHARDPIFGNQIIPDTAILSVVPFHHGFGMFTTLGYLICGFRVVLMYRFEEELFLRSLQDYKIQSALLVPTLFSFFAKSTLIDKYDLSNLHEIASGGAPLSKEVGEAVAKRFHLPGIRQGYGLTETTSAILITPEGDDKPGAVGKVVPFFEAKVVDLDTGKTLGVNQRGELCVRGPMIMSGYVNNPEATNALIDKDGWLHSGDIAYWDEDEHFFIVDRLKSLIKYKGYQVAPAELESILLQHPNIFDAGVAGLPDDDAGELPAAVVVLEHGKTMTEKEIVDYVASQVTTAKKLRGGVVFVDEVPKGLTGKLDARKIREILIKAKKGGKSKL
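Assay system – cell-free luciferase reagent · Medium – PBS-based ATP solution · Dosing – test compounds dosed from 2 mM stocks in 100% DMSO · Timing – 10 min, room temperature · Technique – light output (luminescence) · Measure – luminescence gain marking luciferase activators · Controls – No-ATP low control, compound-free enzyme-plus-ATP high control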
PMI act = phosphomannose isomerase (human) activation | P34949 | purified human PMI, coupled resazurin fluorescence, 20 min; hits give high values; 1 = vehicle control, 0 substrate-free wells | activation factor at 20 µM | 0.005% of 190,000 active;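 active = activation factor of 2 or more at 20 µM, relative to plate controls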
Target sequence (P34949 whole entry, looked up): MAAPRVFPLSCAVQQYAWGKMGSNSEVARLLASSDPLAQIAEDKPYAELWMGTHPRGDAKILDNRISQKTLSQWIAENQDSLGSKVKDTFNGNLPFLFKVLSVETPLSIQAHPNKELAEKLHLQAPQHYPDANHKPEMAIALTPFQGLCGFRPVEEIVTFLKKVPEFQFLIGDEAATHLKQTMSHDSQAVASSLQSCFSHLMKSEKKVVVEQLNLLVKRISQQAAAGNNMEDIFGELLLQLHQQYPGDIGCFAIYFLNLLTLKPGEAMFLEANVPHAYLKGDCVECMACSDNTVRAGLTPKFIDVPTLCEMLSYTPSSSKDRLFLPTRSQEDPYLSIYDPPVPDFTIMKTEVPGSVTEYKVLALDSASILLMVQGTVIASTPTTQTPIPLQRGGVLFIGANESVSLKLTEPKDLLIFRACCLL
PMI act satM6P = PMI (human) activation, high substrate; coupled PMI enzyme assay, resazurin fluorescence, 20 min; hits give high values; 1 = untreated enzyme, 0 = substrate-free blank; 0.34% of 190,000 active; AID 1216; activation factor at 20 µM; P34949;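 active = activation factor of 2 or more at 20 µM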
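Test system – human PMI in coupled enzyme assay · Timing – 20 min incubation at room temperature · Detection – Diaphorase-driven resazurin-to-resorufin fluorescence, excitation 544, emission 590 nm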
G6PDH counter = counter-screen for G6PDH assay hits: L. mesenteroides G6PDH inhibition. Purified L. mesenteroides G6PDH, diaphorase/resazurin coupled fluorescence, 45 min. AID 1020. 0.12% of 200,000 active. inhibition, % at 5 µM; in the data active = inhibition above about 50%
TNAP inh noacc = inhibitors of human TNAP without phosphate acceptor; purified TNAP, CDP-star luminescence, 30 min; 0.26% of 200,000 active; P05186; inhibition, % at 20 µM;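 active = tissue-nonspecific alkaline phosphatase inhibition above about 50% at 20 µM in the single-dose screen, limit read from the data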;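 also: 0% = DMSO negative control and 100% = EDTA positive control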
Diaphorase act = activates diaphorase or chemically reduces, flagging diaphorase assay artifacts; Diaphorase/resazurin coupled assay, resorufin fluorescence, 16 min; hits give high values; 1 = vehicle wells, 0 = NADH-free wells; activation factor at 20 µM; 0.005% of 190,000 active;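 active = diaphorase activity raised at least twofold by the compound at 20 µM; inactive = activation factor below 2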
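Material: bacterial diaphorase enzyme (C. kluyveri); amount: enzyme 0.07 U/mL final; reagent: NADH substrate 0.114 mM plus resazurin dye 0.1 mM, final; doses: single compound dose of 20 µM, 1% DMSO final; timing: 16 min enzyme reaction, ambient temperature; measured by: fluorescence of resorufin, 544 nm excitation, 590 nm emission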
TNAP inh hi DEA = TNAP (human) inhibition, high acceptor | P05186 | purified TNAP, CDP-star luminescence, 1 M DEA | inhibition, % at 20 µM | 0.03% of 200,000 active | AID 1135;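 active = over 50% inhibition of tissue-nonspecific alkaline phosphatase at 20 µM in the single-dose screen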;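 also: plate controls were DMSO wells for no effect and EDTA-quenched wells as full inhibition for full effect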
Starred values were filed as active, the others as inactive.

SMILES | Diaph inh CS | Efa HMGR inh | TNAP act hi DEA | FLuc act counter | PMI act | PMI act satM6P | G6PDH counter | TNAP inh noacc | Diaphorase act | TNAP inh hi DEA
Cc1ccccc1N1C(=O)CC(Sc2nnc(-c3ccccc3)o2)C1=O (stereo not drawn) | 10 | -5 | 1.1 | 1 | 1.2 | 1.1 | 12 | -14 | 0.9 | -8
O=C(CCCC(=O)NNC(=O)Nc1ccccc1)NNC(=O)Nc1ccccc1 | 6 | -4 | 1 | 1 | 1 | 1 | -6 | -12 | 0.9 | -2
O=C(CN(Cc1ccccc1Cl)C(=O)c1ccc(CN2CCOCC2)o1)NCC1CCCO1 (stereo not drawn) | 6 | -7 | 1.1 | 1.1 | 1.1 | 1 | 15 | -6 | 0.9 | -8
Cc1ccc(OCC(=O)Nc2cccc(S(=O)(=O)N3CCOCC3)c2)c([N+](=O)[O-])n1 | 0 | -6 | 1 | 1.1 | 1.2 | 1.1 | 14 | -3 | 1 | -2
COCCCN1C(=O)C(=O)/C(=C(/O)c2ccc(OC(C)C)cc2)C1c1ccncc1 (stereo not drawn) | 15 | -2 | 1.1 | 1.1 | 1.1 | 1.1 | 1 | -14 | 0.8 | -9
COc1ccccc1N1C(=O)C2C(c3ccc(F)cc3)NN(C(=O)c3ccc(C)cc3)C2C1=O (stereo not drawn) | 10 | 1 | 1 | 1 | 0.9 | 0.9 | 6 | -7 | 0.9 | -2
COc1ccc(CCNC(=O)c2nnn(CC(=O)Nc3ccccc3C)c2N)cc1OC | -1 | -3 | 1 | 1.1 | 1 | 1.1 | 7 | -7 | 1 | 0
Cc1nc2ccc(S(=O)(=O)NC(C(=O)N3CCCCCC3)C(C)C)cc2s1 (stereo not drawn) | 8 | -4 | 1.1 | 1.1 | 1.1 | 1.1 | 2 | 2 | 0.9 | -8
CC1Cc2cccc3c(O)c(C(=O)c4nn[nH]n4)c(=O)n1c23 (stereo not drawn) | 18 | -6 | 1 | 1 | 1.1 | 1 | 7 | -9 | 0.8 | 0
CC(C)(C)C(=O)O/N=C1/C(=O)N(c2ccccc2)c2ccccc21 | 2 | 5 | 1 | 1.1 | 1 | 1.1 | 3 | -9 | 1 | 0
COc1ccccc1NC(=O)c1ccc(NC(=O)COC(=O)C(C)C)cc1 | 7 | -1 | 1 | 1 | 1.1 | 1.1 | -9 | -6 | 0.9 | 1
O=C(Nn1c(SCc2ccccc2F)nc2ccsc2c1=O)c1ccccc1 | 21 | -3 | 1.1 | 1.1 | 0.8 | 0.9 | 7 | -28 | 0.8 | -5

The last six compounds of the section before come first, to join the parts:
SMILES | Diaph inh CS | Efa HMGR inh | TNAP act hi DEA | FLuc act counter | PMI act | PMI act satM6P | G6PDH counter | TNAP inh noacc | Diaphorase act | TNAP inh hi DEA
COc1ccc(CCNC(=O)c2nnn(CC(=O)Nc3ccccc3C)c2N)cc1OC | -1 | -3 | 1 | 1.1 | 1 | 1.1 | 7 | -7 | 1 | 0
Cc1nc2ccc(S(=O)(=O)NC(C(=O)N3CCCCCC3)C(C)C)cc2s1 (stereo not drawn) | 8 | -4 | 1.1 | 1.1 | 1.1 | 1.1 | 2 | 2 | 0.9 | -8
CC1Cc2cccc3c(O)c(C(=O)c4nn[nH]n4)c(=O)n1c23 (stereo not drawn) | 18 | -6 | 1 | 1 | 1.1 | 1 | 7 | -9 | 0.8 | 0
CC(C)(C)C(=O)O/N=C1/C(=O)N(c2ccccc2)c2ccccc21 | 2 | 5 | 1 | 1.1 | 1 | 1.1 | 3 | -9 | 1 | 0
COc1ccccc1NC(=O)c1ccc(NC(=O)COC(=O)C(C)C)cc1 | 7 | -1 | 1 | 1 | 1.1 | 1.1 | -9 | -6 | 0.9 | 1
O=C(Nn1c(SCc2ccccc2F)nc2ccsc2c1=O)c1ccccc1 | 21 | -3 | 1.1 | 1.1 | 0.8 | 0.9 | 7 | -28 | 0.8 | -5
COc1ccc(CN=Cc2c(C(=O)O)[nH]c3ccccc23)cc1 | 8 | -1 | 1 | 1 | 1 | 1 | 5 | -16 | 0.9 | -2
CN(Cc1ccccc1)C(=O)c1ccccc1-c1ccccc1 | 6 | -1 | 1 | 1 | 1 | 1 | 2 | -14 | 0.9 | -3
CCOc1ccc2nc(SCC(=O)c3ccccc3)sc2c1 | 7 | -1 | 1 | 1 | 1 | 1 | -4 | -16 | 0.9 | 2
CCOC(=O)N1CCN(C(=O)Cn2c(C)cc3ccccc3c2=O)CC1 | 13 | 0 | 1 | 1 | 1 | 1 | -2 | -11 | 0.9 | -2
Cn1c(=Nc2ccccc2)sc2ccccc21 | 20 | -4 | 1.1 | 1 | 0.9 | 0.9 | 1 | -7 | 0.8 | -7
O=C(CCCc1ccccc1)NC1CCSC1=O (stereo not drawn) | 6 | -3 | 1 | 1 | 1 | 1 | 3 | -8 | 0.9 | 2
Cc1ccc(CNc2oc(-c3ccco3)nc2C#N)cc1 | 8 | -3 | 1 | 1 | 1.1 | 1 | 0 | -2 | 0.9 | 4
O=C(O)CCc1nc2cc(Cl)ccc2n(Cc2ccccc2)c1=O | 8 | -1 | 1.1 | 1 | 1 | 1 | 0 | -64 | 0.9 | -6
CN(C(=O)COC(=O)c1ccc(Cl)nc1)C1CCS(=O)(=O)C1 (stereo not drawn) | 9 | -9 | 1 | 1 | 1 | 0.7 | 15 | 3 | 0.9 | -2
CCOC(=O)C1Sc2[nH]c(=O)sc2C(c2ccc(Cl)cc2)C1C(=O)OCC (stereo not drawn) | 20 | 1 | 1 | 1 | 1.5 | 1.9 | 8 | 2 | 0.8 | 4
Cc1ccc([N+](=O)[O-])c(OCC(=O)OCC(=O)c2ccccc2)c1 | 9 | 1 | 1 | 1 | 0.9 | 1 | -2 | -7 | 0.9 | 2
O=C(CCN1C(=O)/C(=C\c2cccs2)SC1=S)NC1=NCCS1 | 18 | 3 | 1 | 1 | 1 | 1 | -1 | -3 | 0.8 | -1
Cc1ccc2cc3cc(C(=O)N4CC(C)CC(C)C4)oc3nc2c1 (stereo not drawn) | 14 | 2 | 1 | 1 | 1 | 1 | 6 | -1 | 0.9 | 2
COc1ccc(S(=O)(=O)N2CCC(C(=O)NCc3ccccc3)CC2)cc1OC | 3 | -3 | 1 | 1 | 1 | 1.1 | 4 | -7 | 1 | -1
CCOC(=O)C1=C(C)N(C)C(=S)NC1c1ccc(Cl)cc1 (stereo not drawn) | 0 | -6 | 1 | 1 | 1 | 1 | -6 | -3 | 1 | 0
O=C1Cc2ccccc2Sc2ccc(Cl)cc21 | 13 | 1 | 1 | 1 | 0.9 | 0.9 | 5 | -2 | 0.9 | -1
CC(C)(C)NC(=O)Cn1cnc([N+](=O)[O-])n1 | 13 | 0 | 1 | 1.1 | 0.9 | 0.9 | 0 | -8 | 0.9 | -5
COc1cc(C(=O)N(c2ccc(C)c(C)c2)C2C=CS(=O)(=O)C2)cc(OC)c1OC (stereo not drawn) | -4 | -2 | 1 | 1 | 1 | 1 | -1 | -10 | 1 | -4
O=C(O)/C(=C\c1ccco1)NC(=O)c1ccccc1 | 5 | -5 | 1 | 1 | 1 | 1 | 14 | -4 | 0.9 | 2
CCOc1cc(-c2cc(N)n[nH]2)cc(OCC)c1OCC | 19 | -3 | 1 | 1 | 0.9 | 0.4 | 2 | -7 | 0.8 | 1
CSC(=NC1CCCCC1)NS(=O)(=O)c1ccccc1 | 13 | 0 | 1 | 1 | 1 | 0.9 | -3 | -6 | 0.9 | -1
CC1C2CC(C(CN(C)C)/C2=N/O)C1(C)C (stereo not drawn) | 13 | 0 | 1 | 1 | 1 | 0.9 | 0 | -3 | 0.9 | 1
CCC(CC)NC(=O)c1cc(OC)c(OC)cc1[N+](=O)[O-] | 11 | -2 | 1.1 | 1.1 | 1 | 0.7 | 15 | 3 | 0.9 | -5
COc1ccccc1S(=O)(=O)Nc1cccc(-c2nnc3n2CCCCC3)c1 | 15 | -2 | 1.1 | 1.1 | 1 | 0.9 | 1 | -4 | 0.9 | -6
COc1ccc2nc(NC(=O)CSc3nc(C)cc(=O)[nH]3)sc2c1 | 5 | -2 | 1 | 1 | 1 | 1.5 | 10 | -3 | 1 | -4
Cc1ccc(C(=O)NC(=S)NCC2CCCO2)cc1Br (stereo not drawn) | 15 | 2 | 1 | 1.1 | 1 | 1 | 3 | 2 | 0.8 | -4
O=C(CSc1nc2ccccc2c(=O)n1CCCN1CCOCC1)Nc1cccc(S(=O)(=O)N2CCCCCC2)c1 | 9 | -11 | 1 | 1 | 0.9 | 0.9 | -1 | -26 | 0.9 | -4
CCn1cc(CNC(=O)CCc2ccc(OC)cc2)cn1 | 3 | -1 | 1 | 1.1 | 1.1 | 1 | 12 | 2 | 1 | 1
CSc1nnc(C)c(=O)n1COC(=O)COc1ccc(Cl)cc1 | 18 | -3 | 1.1 | 1.1 | 1.1 | 1 | 14 | -12 | 0.8 | -5
CCC(=O)O[C@]1(C(=O)CCl)[C@@H](C)C[C@H]2[C@@H]3CCC4=CC(=O)C=C[C@]4(C)[C@@]3(F)[C@@H](O)C[C@@]21C | 14 | -5 | 1 | 1 | 0.9 | 1 | 16 | -6 | 0.9 | -4
COc1ccc(OC)c(NC(=O)C2CCCN2C(=O)OCc2ccccc2)c1 (stereo not drawn) | -11 | 1 | 1.1 | 1 | 1 | 1.1 | 25 | -3 | 1.1 | -9
Cc1cc(C)cc(C(=O)OCC(=O)Nc2cccc(S(=O)(=O)NC3=NCCCCC3)c2)c1 | 14 | -3 | 1 | 1 | 1 | 0.9 | -1 | -5 | 0.9 | 1
CCn1nc(C)c(/C=N/NC(=O)c2c[nH]c3ccccc23)c1C | 6 | -5 | 1 | 0.4 | 1 | 1.1 | 0 | -4 | 0.9 | 1
Cc1c(Cl)cccc1NC(=O)c1nc(C)n(-c2cc(OC(C)C)c(Cl)cc2Cl)n1 | 14 | 3 | 1 | 1 | 0.9 | 0.9 | -4 | 2 | 0.9 | 4
O=c1nc(Nc2ccccc2)sc2ccc([N+](=O)[O-])cc12 | 12 | 0 | 1 | 1 | 0.9 | 0.9 | -5 | 1 | 0.9 | -2
O=C(NN1C(=O)C2C3C=CC(O3)C2C1=O)c1ccncc1 (stereo not drawn) | 8 | -1 | 1.1 | 1.1 | 1.1 | 1.4 | 0 | -11 | 0.9 | -7
COc1ccc(S(=O)(=O)Nc2ccc(S(=O)(=O)N3CCCC3)cc2)cc1 | 22 | 1 | 1.1 | 1 | 0.9 | 0.9 | 10 | -9 | 0.8 | -7
